Assay outcomes: PubChem BioAssay, several laboratories
IDE inh: human IDE inhibitors in live cells, primary screen, fluorescence polarization, HEK cells, FAbetaB substrate; Insulin-degrading enzyme (Homo sapiens), P14735; inhibition, % at 5.59 µM; 320,000 tested, 0.41% active; FAbetaB cleavage;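 active means percent inhibition above the average of all tested compounds plus 3 SD, set per screening campaign, cut at about 16% in these data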;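 further: IDE supplied by intact live HEK cells; FP after avidin binding of uncleaved biotin substrate so inhibition keeps polarization high; 0% = DMSO wells and 100% = 60 µM reference IDE inhibitor Ii1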
MEKK2 WT-MEK5: modulators of MEK5 binding to wildtype MEKK2, primary screen, biochemical, multiplex bead flow cytometry, Alexa488-MEK5; Mitogen-activated protein kinase kinase kinase 2 (Homo sapiens), Q9Y2U5; Alexa488-MEK5 binding to MEKK2 WT; actives lie on both sides; binding response (% of control), % at 10 µM; 290,000 tested, 1.1% active; AID 1531, 2009; in the data active means binding response below about 67% or above about 130%
NALP1 yeast inh: NALP1 inflammasome inhibitors in reconstituted yeast, colorimetric, S. cerevisiae, triplicate retest; S. cerevisiae NALP1/ASC/caspase-1 growth, X-gal OD620, 72 h; inhibition, % at 10 µM; 280,000 tested, 0.61% active; AID 2071, 2009; in the data active means inhibition mostly above about 24%, no sharp cut-off; inactive means mostly below about 32%; further: some compounds called inactive have numbers as strong as hits
MEKK3 PB1 HTS: modulators of MEKK3-MEK5 PB1 binding, primary screen, biochemical, wildtype MEKK3, multiplex bead flow cytometry, Alexa488-MEK5; Mitogen-activated protein kinase kinase kinase 3 (Homo sapiens), Q99759; bead-based flow cytometry, Alexa488-MEK5 binding to MEKK3; actives lie on both sides; 0 = blocked by unlabeled MEK5, 100 = vehicle; binding response (% of control), % at 10 µM; 290,000 tested, 1.4% active; AID 1529, 2009;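 active means binding response more than 3 SD above or below the average of its plate-row segment, actives on both sides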;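 further: Alexa488 bead fluorescence after subtracting the streptavidin-only scavenger bead signal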
Target sequence (Q99759 whole entry, looked up): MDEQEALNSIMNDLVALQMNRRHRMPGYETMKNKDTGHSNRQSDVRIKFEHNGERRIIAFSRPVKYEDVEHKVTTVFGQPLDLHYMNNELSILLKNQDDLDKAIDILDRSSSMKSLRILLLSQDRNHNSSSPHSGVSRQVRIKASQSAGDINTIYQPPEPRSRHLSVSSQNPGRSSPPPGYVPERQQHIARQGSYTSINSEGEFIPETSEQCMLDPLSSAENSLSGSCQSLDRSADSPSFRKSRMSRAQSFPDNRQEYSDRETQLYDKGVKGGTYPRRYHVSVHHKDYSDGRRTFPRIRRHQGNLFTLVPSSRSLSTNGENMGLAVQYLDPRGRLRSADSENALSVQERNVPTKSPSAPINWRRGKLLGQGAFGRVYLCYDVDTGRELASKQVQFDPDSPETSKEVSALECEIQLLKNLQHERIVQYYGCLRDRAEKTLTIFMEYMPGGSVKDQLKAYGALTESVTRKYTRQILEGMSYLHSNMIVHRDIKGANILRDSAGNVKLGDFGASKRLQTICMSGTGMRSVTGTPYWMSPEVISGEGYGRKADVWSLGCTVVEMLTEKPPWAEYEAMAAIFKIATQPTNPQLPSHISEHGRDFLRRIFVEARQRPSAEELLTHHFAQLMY
UBC9 SUMO inh: inhibitors of in vitro SUMOylation cascade, primary screen, biochemical, HTRF, uHTS; SUMO-conjugating enzyme UBC9 (Homo sapiens), P63279; 290,000 tested, 0.36% active; AID 2006, 2009; inhibition, % at 35 µM; HTRF SUMOylation assay, SAE1/SAE2 + UBC9; in the data active means inhibition above about 50%, passing the limit was not always enough; further: strong numbers were not always called active
Target sequence (P63279 whole entry, looked up): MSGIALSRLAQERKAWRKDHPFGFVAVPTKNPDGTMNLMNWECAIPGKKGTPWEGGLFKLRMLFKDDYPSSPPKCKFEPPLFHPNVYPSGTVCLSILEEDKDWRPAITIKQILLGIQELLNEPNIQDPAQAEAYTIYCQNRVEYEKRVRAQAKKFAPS
IDE act: human IDE activators in live cells, primary screen, fluorescence polarization, HEK cells, FAbeta-B substrate. Insulin-degrading enzyme (Homo sapiens), P14735. FAbeta-B cleavage; 0% vehicle, 100% cell-free pure enzyme wells. AID 493087, 2011. activation, % at 5.96 µM. 340,000 tested, 0.073% active;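 active means activation above the mean of all tested compounds plus 3 SD, set per screening campaign, cut at about 17% in these data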
pCIP destab: p/CIP-EGFP fusion destabilizers, primary screen, fluorescence, F442A cells. 16 h. 290,000 tested, 0.01% active. decrease of EGFP signal, % at 10 µM. Q05BA5;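 active means EGFP signal decrease of at least 30% at 10 µM or well 3 SD below plate mean, unless failing retest; inactive means the rest, including hits failing retest or dose response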; further: some compounds called inactive have numbers as strong as hits; many of its hits are not listed in these tables
MEKK2mut PB1 HTS: MEK5 binding signal on mutant MEKK2 PB1, primary screen, biochemical, multiplex bead flow cytometry, Alexa488-MEK5 | Alexa488-MEK5 binding to MEKK2 mutant | percent response, % at 10 µM | 290,000 tested, 0.35% active; in the data active means percent response above about 24%, passing the limit was not always enough; further: inactives centre near 1; some results filed as inactive read as strong as hits; reference of the scale not given here
M18AAP inhibitor: PfM18AAP inhibitors, malaria aminopeptidase, primary screen, biochemical, QFRET, recombinant enzyme; M18 aspartyl aminopeptidase (Plasmodium falciparum 3D7); H-Glu-NHMec fluorogenic cleavage; inhibition, % at 7.35 µM; 290,000 tested, 1.2% active; AID 1822, 2009;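 active means inhibition above the campaign mean inhibition over all tested compounds plus 3 SD, cut at about 28% in these data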;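 further: 0% = plate median of test compound wells and 100% = 2 mM ZnCl2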
Active calls of the source: *; . = no result given.

SMILES	IDE inh	MEKK2 WT-MEK5	NALP1 yeast inh	MEKK3 PB1 HTS	UBC9 SUMO inh	IDE act	pCIP destab	MEKK2mut PB1 HTS	M18AAP inhibitor
Cc1ccc(/C=C/c2ccc3cccc(O)c3n2)s1	-3	97	-2	100	32	2	-36	3	8
N#CCCn1cc(C(=O)N2CCCCC2)c(-c2ccc([N+](=O)[O-])cc2)n1	4	105	-6	103	-1	2	2	1	-2
Cc1cccc(NC(=S)/N=C(\N)Nc2nc(C)c3ccc(C)cc3n2)c1	5	.	18	.	-4	-4	-6	.	-5
CN(CC(=O)Nc1ccccc1Br)C(=O)c1ccncc1	-4	96	12	97	12	1	-11	-4	-12
CN(CCc1ccccn1)C1CCCN(S(=O)(=O)c2ccc(F)c(Cl)c2)C1 (stereo not drawn)	-3	103	13	97	-10	0	-5	3	3
CCCCN1C(C)=CC(=C2C(=O)c3ccccc3C2=O)C=C1C	5	100	7	105	25	4	-4	0	4
O=C(C1=C[C@@H](C2CCCCC2)C[C@@H](OCCCCO)O1)N1CCOCC1	1	98	8	102	6	-3	-6	3	-7
O=C(CSc1nnc(-c2cccs2)n1Cc1ccco1)c1ccc2c(c1)OCO2	6	99	17	101	16	2	-2	1	-2
COc1ccc(S(=O)(=O)Cc2ccc(C(=O)N3CCCC3)o2)cc1	2	106	-34	101	6	-3	-11	4	5
COc1ccccc1C(=O)N/C(=C\c1cn(S(=O)(=O)N(C)C)c2ccccc12)C(=O)N1CCCCC1	3	94	23	100	14	3	-3	-3	1
CC(=O)OC[C@H]1O[C@@H](n2ccc(=O)[nH]c2=S)C(OC(C)=O)C1OC(C)=O (stereo partly drawn)	10	97	0	100	-14	5	-3	-1	0
CC(=O)c1ccc(NCC2COc3ccccc3O2)c([N+](=O)[O-])c1 (stereo not drawn)	-4	104	14	105	18	9	8	-2	5
Cc1ccc(CNC(=O)CCc2ccccc2)cc1	3	94	0	102	-1	-2	-2	-5	4
O=c1[nH]c2c(Br)cnc([N+](=O)[O-])c2[nH]1	-11	110	.	111	18	2	-8	9	-12
CCCCCCC(=O)Nc1cc2c(C)cc(=O)oc2cc1C	10	106	32	99	1	0	8	5	1
CCC1CCCCN1c1cc(C)nc2cc(-c3cccc(C)c3)nn12 (stereo not drawn)	-1	104	0	99	-13	5	-7	2	-1
C=CCNc1nc2c(c(=O)n(C)c(=O)n2C)n1CCCCCC	1	95	-12	98	-10	5	-16	-3	7
CCCCCCNC(=O)CCNS(=O)(=O)c1ccc(C)cc1	0	86	18	99	-7	7	15	-10	-1
Clc1ccc(-c2cc(COc3ccccc3)on2)cc1	1	86	-19	94	14	4	-20	-7	-12
CN(C)CCNc1ncnc2c1sc1nc(N3CCOCC3)c3c(c12)CC(C)(C)SC3	6	141*	1	105	22	-8	-7	14	-10
C/C(=N/NC(=O)c1nnn(-c2nonc2N)c1-c1ccccc1)c1ccc2c(c1)OCO2	1	104	13	101	13	6	-5	-1	2
CN1C(=O)CSC1=Nc1ccc(Br)cc1	3	107	-15	110	3	-2	-6	12	5
CCN(CC)CCCCN1c2ccccc2Sc2ccccc21	-2	136*	27	109	-30	1	0	12	7
COC(=O)c1cc(-c2ccccc2)nc2nc(SC)[nH]c(=O)c12	4	100	17	97	33	4	-16	1	-15
N#Cc1c(NC(=O)c2ccc(N3CCOCC3)c([N+](=O)[O-])c2)sc2c1CCCC2	5	104	27	106	-13	3	1	0	-1
Cn1c(SCC(=O)c2ccccc2)nnc1-c1ccncc1	4	99	-22	104	13	-3	-7	1	-3
CCN(CC)S(=O)(=O)c1ccc(C(=O)Nc2c3c(nn2C(C)(C)C)CS(=O)(=O)C3)cc1	-1	97	26	98	3	1	-3	-1	-1
CCn1ncc(Br)c1C(=O)Nc1ccc(C(=O)OC(C)C)cc1	4	108	0	105	-21	-4	-27	5	8
O=C(O)CCN1C(=O)/C(=C\c2ccc(OCc3ccccc3)c(OCc3ccccc3)c2)SC1=S	-6	91	10	98	27	5	-28	-1	1
O=C(c1ccncc1)N(c1ccc2oc3c(c2c1)CCCC3)S(=O)(=O)c1ccc(F)cc1	-1	95	19	97	-21	-1	-15	-2	2
Cc1cccn2c(=O)c3cc(S(=O)(=O)c4ccc(Br)cc4)c(=N)n(C4CCCCC4)c3nc12	-1	102	18	107	15	0	-25	3	-8
CC1=Nc2ccc(C)cc2/C1=C/c1c(N)n2nc(CC(=O)N3CCOCC3)sc2nc1=O	3	107	-2	104	20	1	-14	0	6
Cc1ccc(/C=N/N(Cc2ccccc2)c2ccccc2)o1	-3	105	-5	112	42	0	10	-2	-11
O=C(CCCN1C(=O)c2ccccc2C1=O)Nc1nc2ccccc2[nH]1	6	100	-4	99	15	5	2	5	0
COc1ccc(-n2cc(CN[C@H]3CCCCNC3=O)c(-c3cccc(F)c3)n2)cc1	-1	114	.	104	5	6	3	14	1
Cn1nc(C(=O)NCCc2ccc(Cl)cc2)c2c1-c1ccccc1S(=O)(=O)C2	5	100	23	102	2	0	1	3	-1
COc1cccc(OCc2cc(C(=O)N(C)Cc3nccn3C)no2)c1	2	102	22	103	-11	-2	4	-4	4
COc1ccccc1C(=O)NCCCNC(=O)c1cnccn1	0	103	3	106	2	0	9	1	9
CCN(CC)CCCNC(=O)C1c2ccccc2Oc2ccccc21	-5	101	10	88	-2	5	-3	4	-17
O=C(Nc1nccs1)C1CCCN1S(=O)(=O)c1ccc(Cl)cc1 (stereo not drawn)	6	103	-3	104	8	-2	-7	0	-4

5 records drawn at random from the list so far:
SMILES	IDE inh	MEKK2 WT-MEK5	NALP1 yeast inh	MEKK3 PB1 HTS	UBC9 SUMO inh	IDE act	pCIP destab	MEKK2mut PB1 HTS	M18AAP inhibitor
N#CCCn1cc(C(=O)N2CCCCC2)c(-c2ccc([N+](=O)[O-])cc2)n1	4	105	-6	103	-1	2	2	1	-2
O=C(C1=C[C@@H](C2CCCCC2)C[C@@H](OCCCCO)O1)N1CCOCC1	1	98	8	102	6	-3	-6	3	-7
O=C(Nc1nccs1)C1CCCN1S(=O)(=O)c1ccc(Cl)cc1 (stereo not drawn)	6	103	-3	104	8	-2	-7	0	-4
C=CCNc1nc2c(c(=O)n(C)c(=O)n2C)n1CCCCCC	1	95	-12	98	-10	5	-16	-3	7
O=C(O)CCN1C(=O)/C(=C\c2ccc(OCc3ccccc3)c(OCc3ccccc3)c2)SC1=S	-6	91	10	98	27	5	-28	-1	1

Part of the list above, in markdown.
| mol | IDE inh | MEKK2 WT-MEK5 | NALP1 yeast inh | MEKK3 PB1 HTS | UBC9 SUMO inh | IDE act | pCIP destab | MEKK2mut PB1 HTS | M18AAP inhibitor |
| --- | --- | --- | --- | --- | --- | --- | --- | --- | --- |
| Cc1ccc(/C=N/N(Cc2ccccc2)c2ccccc2)o1 | -3 | 105 | -5 | 112 | 42 | 0 | 10 | -2 | -11 |
| O=C(CCCN1C(=O)c2ccccc2C1=O)Nc1nc2ccccc2[nH]1 | 6 | 100 | -4 | 99 | 15 | 5 | 2 | 5 | 0 |

Additional entries follow.
SMILES	IDE inh	MEKK2 WT-MEK5	NALP1 yeast inh	MEKK3 PB1 HTS	UBC9 SUMO inh	IDE act	pCIP destab	MEKK2mut PB1 HTS	M18AAP inhibitor
S=C(NCCSCc1ccc(Cl)cc1)Nc1ccccc1	-2	.	17	.	11	-3	-13	.	-2
CCn1c(SCC(=O)N2CC(C)OC(C)C2)nc2c([nH]c3ccccc32)c1=O (stereo not drawn)	-1	99	14	100	5	5	-8	-1	2
CCc1ccccc1-n1c(SCC(=O)Nc2ccc3c(c2)OCCO3)nc2[nH]ncc2c1=O	8	99	-4	100	1	-6	-6	2	13
COCCNC(=O)c1ccc2c(c1)S(=O)(=O)c1ccccc1C2=O	-7	89	.	79	.	5	.	-7	.
Cc1cc(C(=O)COC(=O)CCc2nc3ccccc3c(=O)[nH]2)c(C)n1CC1CCCO1 (stereo not drawn)	4	102	-12	102	10	.	-4	5	0
CCOC(=O)N/N=C/C=C/c1ccccc1	4	111	23	107	8	6	-8	5	5
CCCN=Cc1ccc(O)cc1	1	85	-14	85	-1	.	0	-11	-9
CCOc1ccc(NS(=O)(=O)c2ccc3c(c2)oc(=O)n3C)cc1	1	96	24	95	19	-4	1	0	1
NC(=O)c1ccc(NC(=O)CSc2cn(CC(=O)N3CCOCC3)c3ccccc23)cc1	0	107	13	104	11	0	7	5	-6
S=C(NCCc1ccccn1)Nc1ccc(Cl)cc1	0	104	34	110	-7	1	4	10	-6
COc1cccc(NC(=O)CCC(=O)Nc2cc(OC)c(NC(=O)c3cccs3)cc2OC)c1	.	102	9	104	5	2	4	3	3
O=C(CCc1nnc(-c2ccsc2)o1)N1CCc2c(Cl)cccc2C1	1	93	1	100	10	-3	5	-3	-2
[O-][n+]1onc2c1CCC1N(O)C(c3ccccc3)CC21O (stereo not drawn)	2	105	14	104	9	2	0	2	-1
CC(OC(=O)c1cccc(-n2cnnn2)c1)C(=O)Nc1ccc(F)cc1 (stereo not drawn)	-4	107	25	101	9	1	-2	4	0
CCOC(=O)C1CCN(C(=O)c2ccc(SC)cc2OC)CC1	4	.	-8	.	10	-3	-3	.	3
Cc1ccc(S(=O)(=O)N2CCOCC2)cc1NC(=O)COC(=O)c1cc(=O)[nH]c2ccccc12	0	95	5	101	26	3	4	-2	-9
O=C1Nc2ccc(Cl)cc2C(=O)C1(F)c1ccccc1 (stereo not drawn)	-4	102	-5	102	6	.	4	11	14
Cc1cccc(NC(=S)NCC(C)CSc2ccc(Cl)cc2)c1 (stereo not drawn)	-8	109	18	103	-14	2	-3	2	-2
Oc1c(/C=N/c2ccccn2)sc2ccccc12	4	98	-13	102	11	2	-13	-3	17
CCOc1ccc(S(=O)(=O)NCCC(=O)NC2=NCCS2)cc1	1	103	-5	101	8	1	-9	4	-4
CCOc1ccccc1-n1c(=S)sc2c(=O)n(-c3ccc(F)cc3)c(SCC(=O)O)nc21	4	110	-15	108	18	3	-12	11	6
O=C(NCc1ccco1)c1cc(-c2ccco2)on1	-2	114	-1	106	2	2	-7	6	2

A portion of the library. The share of hits here may be higher or lower than overall.
